S-ASM inh: blocks human secretory acid sphingomyelinase | P17405 | placental ASM, HMU-PC fluorogenic substrate, 60 min | Potency, µM (series often up to 57.5 µM), for inactives: at the top dose activity change, negative = inhibition, most hits filed as inhibitors | actives 0.006% (n = 340,000); active = well fitted inhibition curve with a large enough effect; inconclusive = small, poorly fitted or top-dose-only effect; inactive = no such curve, though single readings can be large or run the other way; also: potency is read from the fitted curve at half-maximal effect
Target sequence (P17405 47-631 limits assumed): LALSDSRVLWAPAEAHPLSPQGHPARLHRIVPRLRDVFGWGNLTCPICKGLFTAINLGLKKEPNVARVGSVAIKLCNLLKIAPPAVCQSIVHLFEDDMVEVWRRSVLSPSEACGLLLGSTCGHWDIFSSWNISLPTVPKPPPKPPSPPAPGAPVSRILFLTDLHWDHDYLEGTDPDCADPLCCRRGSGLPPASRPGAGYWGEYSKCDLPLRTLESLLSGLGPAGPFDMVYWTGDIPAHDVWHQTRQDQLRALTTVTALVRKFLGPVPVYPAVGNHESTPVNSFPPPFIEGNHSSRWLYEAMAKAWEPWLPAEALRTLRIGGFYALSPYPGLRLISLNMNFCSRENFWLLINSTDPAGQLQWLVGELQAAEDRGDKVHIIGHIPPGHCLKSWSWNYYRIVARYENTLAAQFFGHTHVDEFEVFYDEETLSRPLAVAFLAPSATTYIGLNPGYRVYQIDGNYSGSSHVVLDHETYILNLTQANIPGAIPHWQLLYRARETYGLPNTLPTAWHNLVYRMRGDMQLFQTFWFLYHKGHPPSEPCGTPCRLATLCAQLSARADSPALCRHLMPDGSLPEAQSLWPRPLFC
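Fluorescence read-out (Ex 386 nm, Em 447 nm) after stopping the reaction at pH 10. Enzyme: ASM from human placenta; substrate HMU-PC0, 9 uM final; 60 min, 37 °C. Compound preincubation 10 min, ambient temperature.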
hERG WT inh: inhibitors of human wildtype KCNH2 potassium channel. Q12809. U2OS, BacMam KCNH2, thallium flux FluxOr; hits give low values. AID 720551. actives 0.37% (n = 340,000). activity change, % at 1.84 µM;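 active = maximum activity change below -70%; inconclusive = maximum activity change between -70% and -50%; inactive = maximum activity change above -50%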; also: % is scaled to controls: 0 for no effect and ±100 for the full control effect
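U2OS cells were transduced with wild-type KCNH2 virus (2.03 x 10^8 / mL) for 4 h at room temperature, then cultured overnight at 37 C. Thallium flux was read with FluxOr dye. Rate constants were normalized to DMSO controls.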
* = called active by the depositor; ? = inconclusive; [ ] = dose if it differs, or a comment. This is a subset (hit frequency here may not be typical).

Molecule,hERG WT inh,S-ASM inh
CC(=NNC(=S)N1CC2CCC(CC2)C1)c1cnccn1,-2,-3%
O=C(Nc1cccc(C(F)(F)F)c1)OCc1ccncc1,-3,0%
CN(C)CCCN1c2ccc3ccccc3c2Sc2cccc(Cl)c21,34,-10%
O=C(NNc1nc(N2CCCC2)nc(N2CCCC2)n1)c1ccccc1,-15,-1%
COc1ccccc1NS(=O)(=O)c1cc(C(=O)NC2CC(C)(C)NC(C)(C)C2)ccc1Cl,-2,3%
COc1ccc(C(CNC(=O)c2cccc(S(=O)(=O)N3CCCc4ccccc43)c2)N(C)C)cc1 (stereo not given),-18,1%
CCOC(=O)c1[nH]c2ccccc2c1N=CN(C)C,24,28%
CCOC(=O)C1=C(C)N=c2sc(=C(C)C)c(=O)n2C1c1ccc(N(C)C)cc1 (stereo not given),-21,12%
CCCCOc1ccc(N2C(=O)C(C)CNC2=S)cc1 (stereo not given),-18,3%
CN(C(=O)c1cccc(NC(=O)Cc2ccc(NC(=O)C3CCCN(C(=O)CCc4ccccc4)C3)cc2)c1)C1CCCC1 (stereo not given),-2,-2%
COc1ccc(CNC(=O)[C@@H]2CC=C[C@@H]3CCN(C4CC4)C(=O)[C@@H]32)cc1,-9,4%
CCOC(=O)c1c(NC(=O)c2cccs2)sc(C(=O)N2CCOCC2)c1C,5,59%
O=C(OCc1ccccc1)N(CCCCN(CCCNCc1ccccc1)C(=O)OCc1ccccc1)CCCNCc1ccccc1,15,-9%
O=[N+]([O-])c1cccc(SSc2cccc([N+](=O)[O-])c2)c1,-4,-5%
COc1ccc(-c2csc(NCCc3nc4cc(Cl)c(N5CCCCC5)cc4n3CCOCCO)n2)cc1,-3,-3%
N#Cc1ccc(C(=O)N2CCC3CC2c2cc(-c4ccccc4)ccc23)cc1 (stereo not given),15,-8%
Cc1ccc(S(=O)(=O)NNC(=O)c2cc(C)c(C)cc2N)cc1,11,15%
Cc1ccc(S(=O)(=O)NCc2ccccc2)cc1C(=O)N(C)CC(=O)Nc1ccccc1Br,2,-3%
Cc1ccc(S(=O)(=O)N2CCN(C(=O)COC(=O)CNC(=O)c3ccc(Cl)cc3Cl)CC2)c(C)c1,31,-1%
COc1ccc(CN(C)C(=O)c2cccc(NC(=O)CC3SC(N4CCCCC4)=NC3=O)c2)c(OC)c1 (stereo not given),-8,4%
COc1ccc(OC)c(CN2CCN(C(=O)c3cccc(S(=O)(=O)Nc4ccc(F)cc4)c3)CC2)c1,-1,-4%
COc1ccccc1-n1c(SCC(=O)N(C)C)nnc1-c1ccco1,-9,7%
Nc1ncc(S(=O)(=O)c2ccc([N+](=O)[O-])cc2)s1,10,-1%
CC(Nc1nc(-c2ccc(F)cc2)cs1)c1nc2cc(C(F)(F)F)ccc2n1CCCO (stereo not given),-16,-23%
Nc1cc(SCc2ccc([N+](=O)[O-])cc2)ncn1,-3,0%
CCOC(=O)c1c(C)oc2cc(Sc3ccccc3)c(O)c(O)c12,28,-18%
N#CC(CCc1ccccc1[N+](=O)[O-])(CCc1ccccc1[N+](=O)[O-])C(N)=O,?,0%
CC(C)C[C@@H](CN)NC(=O)c1nc[nH]c1C(=O)N[C@@H](C)C(=O)CNC[C@H](C)NC(=O)c1nc[nH]c1C(=O)N[C@@H](CC(C)C)C(=O)O,-2,3%
Cc1c(C(=O)NC(=S)Nc2ccc(NC(=O)c3cccs3)cc2)cccc1[N+](=O)[O-],7,-22%
N#CC1C(=O)c2ccccc2C1c1ccccc1 (stereo not given),-15,7%
Cn1c(OCc2cccnc2)nc2c1c(=O)n(Cc1ccc(Cl)cc1)c(=O)n2C,1,-9%
CN(CC(=O)Nc1ccccc1Cl)C(=O)COC(=O)CNC(=O)c1ccc(Br)o1,8,0%
NC(=S)N=Nc1c(O)cc(O)c2[nH]c(=O)ccc12,-7,-5%
O=C(Nc1ccccc1)OCCCCOC(=O)Nc1ccccc1,-4,1%
COc1ccc(CNC(N)=O)cc1,3,0%
CC12CCC(=O)C=C1CCC1C2C(O)CC2(C)C(c3csc(N)n3)CCC12 (stereo not given),2,6%

A section from the list above, for reference:
Molecule,hERG WT inh,S-ASM inh
N#CC1C(=O)c2ccccc2C1c1ccccc1 (stereo not given),-15,7%
Cn1c(OCc2cccnc2)nc2c1c(=O)n(Cc1ccc(Cl)cc1)c(=O)n2C,1,-9%
CN(CC(=O)Nc1ccccc1Cl)C(=O)COC(=O)CNC(=O)c1ccc(Br)o1,8,0%
NC(=S)N=Nc1c(O)cc(O)c2[nH]c(=O)ccc12,-7,-5%
O=C(Nc1ccccc1)OCCCCOC(=O)Nc1ccccc1,-4,1%
COc1ccc(CNC(N)=O)cc1,3,0%
CC12CCC(=O)C=C1CCC1C2C(O)CC2(C)C(c3csc(N)n3)CCC12 (stereo not given),2,6%

Next part.
Molecule,hERG WT inh,S-ASM inh
CC(=O)NC12CC3CC(C1)CC(C(=O)N1CCN(c4ncccn4)CC1)(C3)C2,5,2%
C(=NN1CCCCCC1)c1ccc2ccccc2n1,0,3%
CN(C)Cc1c[nH]c2nc[nH]c(=O)c12,8,6%
CCCOc1ccc(N2C(=O)CC(NCC(=O)OCC)C2=O)cc1 (stereo not given),1,4%
COc1c(N)c2c(c([N+](=O)[O-])c1OC)C(=O)OC2,-3,-2%
C[C@H](NS(=O)(=O)c1ccc(Cl)cc1)C(=O)OCC(=O)NCCc1ccc(S(N)(=O)=O)cc1,17,-1%
Cc1c2ccncc2cc2c1[nH]c1ccccc12,1,285%[activator]
Cc1[nH]c2ccccc2c1C1=CC(=O)C=CC1=O,-2,-5%
COc1cccc(C=NNc2nc3ccccc3s2)c1OC,-5,9%
CC(NC(=O)Cc1ccc(S(=O)(=O)N2CCOCC2)s1)c1ccc(Br)cc1 (stereo not given),3,3%
CCOC(=O)c1c(NC(C)=O)sc2c1CCC(C=NCCCN(CC)CC)=C2Sc1ccccc1,20,3%
COc1ccc(CCC(=O)NCCOc2ccccc2Cl)cc1,-4,-1%
O=C1C=C(N2CCN(c3ccccn3)CC2)C(=O)c2c(O)ccc(O)c21,0,0%
COc1cccc(C=CC(=O)C=CC=Cc2ccccc2)c1,-1,4%
CC1Cc2c([nH]c(=O)n(-c3ccccc3)c2=O)O1 (stereo not given),-3,5%
CC(OC(=O)CC1Sc2ccccc2NC1=O)C(=O)N(C)Cc1ccccc1 (stereo not given),2,1%
O=S1(=O)CCOC[C@H](Cc2ccccc2)N1Cc1ccccc1Br,5,-8%
COC(=O)[C@@]1(Cc2ccccc2)[C@H]2C(=O)N(C)C(=O)[C@H]2[C@H]2CN(C)C(=NCc3ccccc3)N21,-3,3%
CCOC(=O)C1=C(C)N(CCCC(=O)O)C(=O)NC1c1ccccc1OS(=O)(=O)c1ccc([N+](=O)[O-])cc1 (stereo not given),-5,12%
CCN(CC)c1ccc(N=C2C=CC(=O)C=C2NC(C)=O)cc1,3,-7%
Oc1ccc2ccccc2c1CNc1ccccc1,-1,10%
CCCCN1C2=NC(c3ccccc3)CN2c2ccccc21 (stereo not given),31,-3%
CCc1ccc(CNC(=O)C(=O)NCCc2ccc(OC)c(OC)c2)cc1,9,-1%
CC1c2ccccc2N(S(=O)(=O)c2ccccc2)C1C (stereo not given),-2,-8%
CN(c1ccc(F)cc1)S(=O)(=O)c1ccc(Cl)c(C(=O)NCC2(N3CCOCC3)CCCCC2)c1,32,-1%
O=C1c2ccccc2S(=O)(=O)c2cc(C(=O)N3CCC(C(=O)N4CCCCC4)CC3)ccc21,29,-2%
O=C(CSc1nc(C2CC2)nc2ccccc12)N1CCc2ccccc21,0,-1%
Cc1cc(=O)n2cn[nH]c2n1,3,-1%
COc1cc2c(cc1OC)C(=O)CCC2,-3,2%
ONC(=NCc1ccccc1)c1ccccc1,10,-1%
O=C1NC[C@H](Cc2ccccc2)N(CC2CCN(CCc3ccc(-c4ccccc4)cc3)CC2)C1=O,-43,-1%
COc1ccc(N2CC(C(=O)N3CCc4ccccc43)CC2=O)cc1 (stereo not given),13,1%
CCOC(=O)Nc1cc2c(cc1[N+](=O)[O-])-c1ccccc1C2=O,-4,-2%
O=C1[C@H](Cc2ccccc2)NCCCC[C@H](c2ccc(Cl)cc2)N1Cc1ccccc1,-4,-12%
CN(C)c1ccc(NC(=O)c2cc3c(=O)n4ccccc4nc3n2C)cc1,5,276%[activator]
Cc1cccc(-c2oc3ccc(-c4ccc5c(c4)OCO5)cc3c2-c2ccc(OC3CCCCO3)cc2)c1 (stereo not given),-7,3%
CC1=NNC(=O)C1Cc1c(Cl)cccc1Cl (stereo not given),10,11%
CNc1ccc(N=Nc2cccc3ncccc23)cc1,10,-10%
CC1CN(c2ccccn2)C(C)CN1C(=S)Nc1ccccc1 (stereo not given),8,0%
Cc1cc(N)ncc1[N+](=O)[O-],-4,-2%
CCOC(=O)C1CCN(C(c2cc3cc(C)cc(C)c3[nH]c2=O)c2nnnn2C2CCCCC2)CC1 (stereo not given),-2,4%
O=C(NCc1cccc(Br)c1)C1CC2Cn3c(nc4ccccc43)C2N1Cc1ccccc1 (stereo not given),4,0%
CC(=O)C1CCC2C3CCC4=CC(=O)C=CC4(C)C3C(=O)CC12C (stereo not given),2,4%
COC(=O)c1ccccc1NC(=O)CN1C(=O)c2ccccc2C1=O,-4,-2%
Cc1ccc(NC(=O)c2ccc(F)cc2F)cc1,-13,-1%
O=C(Nc1ccc(Cl)c(C(F)(F)F)c1)[C@@H]1CC=C[C@@H]2CCN(Cc3ccccc3)C(=O)[C@@H]21,-3,-3%
CC(C)(C)OC(=O)N1CCC(CC2CC(c3ccccc3)=NO2)(C(=O)O)CC1 (stereo not given),-11,-8%
C[C@H](O)[C@@H]1C(=O)N2CCc3ccc(-c4ccccc4)cc3[C@@H]2C[C@@H]1N(C)C(=O)c1ccc(C#N)cc1,-2,-9%
CC[C@@H]1C(=O)[C@H](Cc2ccccc2)[C@H]2CCCC(=O)N3CC[C@@H]1[C@@H]23,-3,2%
COc1ccc(CC(=O)Nc2ccc(F)c(S(=O)(=O)N3CCOCC3)c2)cc1,-4,-1%
O=C1NC(=O)C(=Cc2ccc(Cl)c(Cl)c2)S1,-5,0%
Cc1cc(Cl)ccc1OCC(=O)N(Cc1ccco1)c1c(N)n(Cc2ccccc2)c(=O)[nH]c1=O,-4,-2%
O=Cc1cc(N=Nc2ccc(S(=O)(=O)O)cc2)ccc1O,-2,-1%
O=C(O/N=C/c1ccc(Br)cc1)c1ccc(F)cc1,3,-1%
CC(C)(c1cc(Cl)c(O)c(CN2CCOCC2)c1)c1cc(Cl)c(O)c(CN2CCOCC2)c1,3,2%
Cc1cc(=O)[nH]c2ccc(Cc3ccccc3)cc12,-21,-8%
CCn1c(SCC(=O)N2c3ccccc3CCc3ccccc32)nc2c1c(=O)n(C)c(=O)n2C,-16,-2%
COc1ccc(S(=O)(=O)NCC(=O)NCCc2ccc(OC)c(OC)c2)cc1,-6,7%
O=C1NCCNC1c1ccccc1 (stereo not given),30,-1%
CC(=O)Nc1ccc(C(=O)NCCCSc2ccccc2)cc1,0,-1%

(list continues)
Molecule,hERG WT inh,S-ASM inh
Nc1cc2cccnc2cc1Cl,-3,35%[activator]
O=C(OCc1ccccc1)N1CCC2CC1c1cc(-c3ccccc3)ccc12 (stereo not given),-5,-9%
COc1cc(OC)cc(C(=O)NCCc2ccc(OC)c(OC)c2)c1,17,3%
Cc1ccc(NC(=O)CCN2CCN(CCO)CC2)cc1,2,3%
Cc1nc(Cc2ccccc2)sc1CC#N,2,0%
CCCNC(=O)c1onc(CSc2ccc(F)c(F)c2)c1C(=O)NCCC,5,-2%
O=C(NC1CCCC1)c1ccc2c(c1)S(=O)(=O)c1ccccc1C2=O,-2,-5%
CCCCN(C(=O)C1CC(=O)N(CCc2ccc(OC)c(OC)c2)C1)c1c(N)n(CC(C)C)c(=O)[nH]c1=O (stereo not given),5,-1%
COCCCNC(=O)c1ccc(-c2nc3ccccc3nc2-c2ccccc2)cc1,13,5%
O=c1c([N+](=O)[O-])cn(Cc2ccccc2)c(=O)n1Cc1ccccc1,-1,-3%
O=C(c1ccc(O)c(Br)c1)c1cc(Br)ccc1O,-1,-5%
CC(O)(c1ccc(Cl)cc1)C(c1ccccc1)c1ccccn1 (stereo not given),6,-1%
c1ccc2c(c1)ccc1[nH]c3c(c12)CCCC3,-13,-23%
COc1ccccc1C(c1c(O)nc(SC)[nH]c1=O)c1c(O)nc(SC)[nH]c1=O,2,1%
Cc1ccc(S(=O)(=O)c2cc3c(=O)n4cccc(C)c4nc3n(CCc3ccccc3)c2=N)cc1C,11,2%
CCC(C)(C)c1nnc(NC(=O)CCC2CCCCC2)s1,-2,-1%
COc1cc(/C=C/c2ccccc2)cc(OC)c1,-6,-1%
CN(Nc1cccc(Cl)c1)c1cccc(Cl)c1,3,-3%

From PubChem BioAssay
